ERAP1 inh: human ERAP1 aminopeptidase inhibitors, primary screen, biochemical, single point, plate reader | Endoplasmic reticulum aminopeptidase 1 (Homo sapiens), Q9NZ08 | recombinant ERAP1, Leu-AMC fluorescence, 60 min | inhibition, % at 10.7 µM | hit rate 0.15% among 340,000;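 active means mean replicate inhibition of at least 30%, or all replicates individually reaching that 30% level; inactive means mean below 30% and not every replicate reaching it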;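 further: 0% = neutral control wells and 100% = L-leucinethiol positive control wells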
esBAF inh: Bmi1 luciferase reporter increase in mESCs, primary screen, esBAF inhibitor project, mouse ES cells, Bmi1 luciferase knock-in, single point. 24 h; 100% = twice the neutral-well signal. reporter increase, % at 12.5 µM. hit rate 2% among 350,000. AID 602393, 2012; in the data active means activation above about 40%; inconclusive means no clear call, values can overlap the other calls;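 further: 0% = median of the plate's neutral control wells and 100% = double that signal; a rise in the Bmi1 reporter signal indicates esBAF inhibition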
S100A4 inh HTS: inhibitors of S100A4-myosin IIA peptide binding, primary screen, biochemical, fluorescence polarization, TAMRA-MyoIIA peptide | hit rate 0.14% among 360,000 | inhibition, % at 10.7 µM | Protein S100-A4 (Homo sapiens), P26447;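 active means mean inhibition of at least 70% across replicates, with every replicate also reaching that level; inconclusive means mean inhibition reaches 70% but some replicates fall short; inactive means mean inhibition below 70%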
Target sequence (P26447 whole entry, looked up): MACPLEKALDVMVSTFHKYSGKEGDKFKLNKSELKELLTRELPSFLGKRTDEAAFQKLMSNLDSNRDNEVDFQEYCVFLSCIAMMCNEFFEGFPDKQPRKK
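Test system – S100A4 monomer (human) · Compound – single-point compound testing · Schedule – 5 min incubation before reading · Probe or stimulus – TAMRA-labelled myosin IIA heavy-chain peptide probe, 5 nM · Benchmarks – neutral control DMSO, positive control TFP · Medium – Calcium-containing HEPES buffer, pH 7.2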
RAD54 inh: inhibitors of human RAD54 branch migration, primary screen, biochemical, fluorescence, single point. DNA repair and recombination protein RAD54-like (Homo sapiens), Q92698. RAD54 Holliday junction branch migration, FAM/BHQ fluorescence. inhibition, % at 10.4 µM. hit rate 0.14% among 360,000;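 active means mean normalized replicate activity at least 40 and at least half of replicates scoring 40 or more; inconclusive means only one of the two criteria met; inactive means mean below 40 and under half of replicates reaching 40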;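 further: 0% = median of neutral control wells and 100% = median of positive control wells; inhibitors cause a drop in the FAM fluorescence signal; in these data hits start at about 50%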
RAD52 inh: RAD52 DNA annealing inhibitors, primary screen, biochemical, FRET, single point, set 2 | AID 651710, 2012 | recombinant RAD52 DNA annealing, FRET fluorescence | hit rate 0.46% among 360,000 | inhibition, % at 18.7 µM;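 active means every replicate showing at least 50% inhibition; inconclusive means mean inhibition at least 50% but not in every replicate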
Target sequence (P43351 whole entry, looked up): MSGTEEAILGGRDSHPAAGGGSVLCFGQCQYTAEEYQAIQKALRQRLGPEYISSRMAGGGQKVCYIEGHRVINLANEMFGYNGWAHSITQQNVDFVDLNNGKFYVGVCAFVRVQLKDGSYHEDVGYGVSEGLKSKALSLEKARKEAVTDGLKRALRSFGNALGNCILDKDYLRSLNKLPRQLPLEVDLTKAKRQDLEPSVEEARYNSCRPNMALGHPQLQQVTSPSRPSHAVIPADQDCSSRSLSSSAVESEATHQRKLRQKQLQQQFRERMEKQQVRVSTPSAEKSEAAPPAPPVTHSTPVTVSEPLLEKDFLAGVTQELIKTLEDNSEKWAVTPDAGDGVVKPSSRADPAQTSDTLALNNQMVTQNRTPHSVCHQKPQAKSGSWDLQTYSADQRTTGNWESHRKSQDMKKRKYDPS
ERp5 block: inhibitors of ERp5-driven insulin aggregation, primary screen, biochemical, turbidity, absorbance 650 nm, single point; AID 651711, 2012; 90 min; inhibition, % at 9.99 µM; Protein disulfide-isomerase A6 (Homo sapiens), Q15084; hit rate 0.05% among 350,000;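 active means mean replicate inhibition above about 25%, with every replicate also reaching it, limit read from the data, passing the limit was not always enough; inconclusive means only one of those two criteria met; inactive means neither criterion met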
Target sequence (Q15084 whole entry, looked up): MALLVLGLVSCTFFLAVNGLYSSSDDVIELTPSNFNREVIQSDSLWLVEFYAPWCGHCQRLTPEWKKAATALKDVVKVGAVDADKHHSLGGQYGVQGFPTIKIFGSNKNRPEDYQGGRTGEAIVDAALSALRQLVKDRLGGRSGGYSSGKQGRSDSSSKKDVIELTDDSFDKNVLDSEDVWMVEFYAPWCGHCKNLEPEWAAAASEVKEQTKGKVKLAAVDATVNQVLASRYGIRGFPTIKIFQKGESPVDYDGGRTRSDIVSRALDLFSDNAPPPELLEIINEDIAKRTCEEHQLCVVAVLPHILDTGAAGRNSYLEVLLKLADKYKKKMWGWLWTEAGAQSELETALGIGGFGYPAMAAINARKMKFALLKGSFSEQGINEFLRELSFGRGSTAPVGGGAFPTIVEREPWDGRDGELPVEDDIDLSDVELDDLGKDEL
Xi reactivation: activators of inactive X chromosome reactivation, primary screen, imaging, XiGFP fibroblasts, GFP high-content imaging, set 2. XiGFP mouse fibroblasts, % GFP-positive cells imaging, 3 d; cells co-treated with 5-aza-dC sensitizer; scaled so ellipticine positive control = 100%. activation, % at 7.58 µM. hit rate 0.055% among 360,000. AID 743238, 2013;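 active means mean normalized replicate activation at least 10% and every replicate at or above 10%; inconclusive means only one of the two criteria met; inactive means mean below 10% and not all replicates reach 10%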;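 further: 0% = median of on-plate neutral control wells and 100% = ellipticine 6 µM median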
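Assay system: SV40-immortalized XiGFP fibroblast cells, line 68-5-11; buffer or medium: DMEM plus 5-aza-dC sensitizer; compound: one concentration, pinned; timing: compounds 3 days, fix/stain 15 min at room temperature; benchmarks: positive control ellipticine, 6 µM final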
E-selectin induc: E-selectin induction in HUVECs, primary screen, imaging, HUVEC, immunofluorescence imaging, single point; P16581; normalized: neutral wells 0, TNF-alpha wells 100; activation, % at 7.58 µM; hit rate 0.37% among 260,000; AID 686992, 2013;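 active means mean E-selectin-positive cell signal at least 10% of the positive control, reached in at least 60% of replicates, without over 20% cell loss; inconclusive means no rule given, readout overlaps actives, possibly toxicity-flagged; inactive means the rest, including those meeting only one limit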;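 further: in these data hits start at about 27%; measured in HUVEC primary endothelial cells; signal is the percent of cells scored E-selectin positive by PE staining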
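Read-out: % PE-positive cells | Test system: HUVEC | Doses: One compound dose added by pin transfer | Buffer or medium: EGM-2 over gelatin coat | Signal: Immunofluorescence imaging | Benchmarks: TNF-alpha, DMSO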
The depositor's hits bear a star; ? = inconclusive; / = not tested or not shown.

SMILES	ERAP1 inh	esBAF inh	S100A4 inh HTS	RAD54 inh	RAD52 inh	ERp5 block	Xi reactivation	E-selectin induc
CC(=O)Nc1ccc(NC(=O)C2CCCN(S(=O)(=O)c3ccc(-n4cnnn4)cc3)C2)cc1 (configuration not stated)	-4	0	-3	-11	2	-3	0.0	/
O=C(c1ccoc1)N1CCC2(CC1)Oc1ccc(Cl)cc1C(=O)C21CC(c2ccccc2)=NO1 (configuration not stated)	-4	-11	4	8	-5	3	0.0	0.9
O=C(Nn1cnnc1)c1ccccc1F	1	-2	-6	-6	-12	0	0.0	-0.1
C[C@@H]1CN([C@H](C)CO)C(=O)c2ccccc2-c2ccccc2CO[C@H]1CN(C)C(=O)c1ccncc1	-6	-3	-5	-6	3	6	-1.1	-0.3
CSCCCNC(=O)c1ccccc1OC1CCN(S(C)(=O)=O)CC1	2	0	4	-3	-4	-7	0.1	/
C[C@H]1CN([C@@H](C)CO)C(=O)c2cc(NC(=O)Nc3ccccc3)ccc2O[C@H]1CN(C)C(=O)Nc1ccccc1	0	0	-9	5	10	-4	0.0	0.3
CC(C)(C)C(=O)NC1CCN(S(=O)(=O)c2ccc(C(F)(F)F)cc2)CC1	-1	6	-2	-6	-9	3	/	/
COc1ccc(N2CCN(C(=O)c3cc4c(s3)-c3ccccc3OC4)CC2)cc1	5	3	-10	0	-4	-2	?	0.2
O=C(Cc1ccccc1)NNC(=O)C1CCCC1	6	/	1	/	4	4	-0.1	1.3
CC1CCCC(NC(=O)CN2C(=O)NC(C)(c3ccccc3)C2=O)C1C (configuration not stated)	0	3	-1	10	8	-2	0.1	0.0
COc1cccc(-c2ccc3c(c2)O[C@H](CN(C)C(=O)C2CCOCC2)[C@H](C)CN([C@H](C)CO)S3(=O)=O)c1	-2	4	1	1	2	-3	-0.1	-0.2
CCCS(=O)(=O)NC(=O)C1(C)CCCN(C(=O)c2cc(F)ccc2C)C1 (configuration not stated)	12	-2	-1	4	-5	2	0.1	-0.1
CCOC(=O)N1CCC(N(CCN(C)C)C(=S)Nc2ccc(F)c(Cl)c2)CC1	1	/	-2	/	3	-1	0.2	/
O=C(Nc1cccc(C(F)(F)F)c1)c1cccc(NS(=O)(=O)c2ccc(O)c(C(=O)O)c2)c1	-2	2	-2	10	-16	-11	0.0	-0.1
CCN(C[C@H]1N[C@@](C)(C(=O)OC)[C@H]2C(=O)N(Cc3ccccc3)C(=O)[C@@H]12)S(=O)(=O)c1ccc(OC)cc1	1	1	-3	-12	-11	4	0.0	/
Cc1sc2nc(COC(=O)c3cccc(S(=O)(=O)N(C)c4ccccc4)c3)[nH]c(=O)c2c1C	-2	/	-22	-20	-367	-1	-0.1	/
O=C(Nc1ccccc1)N[C@H](Cc1ccccc1)Cn1cc(CN2C(=O)COC[C@H]2c2ccccc2)nn1	-2	/	-6	-3	25	-5	/	/
C[C@@H]1CN([C@@H](C)CO)S(=O)(=O)c2ccc(C#C[C@@H](C)O)cc2O[C@@H]1CN(C)Cc1cncnc1	-4	-2	-25	-19	-15	4	0.0	-0.6
COCCN1C(=O)[C@H]2C[C@@]13O[C@H](c1ccccn1)N=C3CC1c3ccccc3C[C@@]12C (some centres not stated)	1	/	-1	/	-6	-2	-0.1	0.0
CN(Cc1ccccc1)C(=O)[C@@H]1CCCN1S(=O)(=O)c1ccc(Cl)cc1	-2	-7	-5	1	7	4	0.0	/
C[C@]12CCC(O)CC1CCC1C2CC[C@]2(C)C(c3cc(C(F)(F)F)n[nH]3)CCC12 (some centres not stated)	0	-10	0	-3	-9	-2	0.1	0.0
C[C@H]1CN([C@@H](C)CO)S(=O)(=O)c2ccc(Br)cc2O[C@H]1CN(C)C(=O)CC1CC1	1	-1	-4	-7	-9	6	-0.7	-0.2
CC(OC(=O)c1ccc(S(=O)(=O)N(C)c2ccccc2)cc1)C(=O)NCCC1=CCCCC1 (configuration not stated)	1	5	0	4	-11	7	-0.1	0.6
Cc1ccc(S(=O)(=O)N2[C@@H](c3ccc(C#N)cc3)C(C(=O)O)=C[C@H]2CC2CCCC2)cc1	13	-9	23	-9	-12	0	0.0	1.4
O=C(Nc1c(-c2ccccc2)[nH][nH]c1=O)c1cccc(C(F)(F)F)c1	1	11	13	0	-1	1	-0.1	0.1
CCn1c(SCC(=O)N/N=C/C=C/c2ccco2)nnc1-c1ccccc1	1	/	-7	/	-27	4	0.0	-1.9
CNS(=O)(=O)c1cccc(C(=O)OCC(=O)NC2CCCC2)c1	2	-3	4	-9	1	4	0.0	?
CCCC#Cc1cnc2c(c1)C(=O)N([C@H](C)CO)C[C@H](C)[C@H](CN(C)C(=O)c1ccc(F)cc1)O2	-2	-6	-3	8	6	-3	-1.4	-0.1
CSCC[C@H](NC(=O)C1CCN(C(=O)[C@@H](N)Cc2ccccc2)CC1)C(=O)O	-3	4	-1	-9	-11	-1	0.0	/
O=S(=O)(c1cccs1)N1CCCCN2[C@@H](CO)[C@@H](c3ccc(-c4ccccc4)cc3)[C@@H]2C1	-2	-5	-2	9	-14	-14	0.1	0.2
CCCNC(=O)N1CC2(C1)[C@@H](c1ccccc1)[C@H](CO)N2CC1CC1	-1	/	4	/	-14	-1	0.3	0.0
C/C(=N/OC(=O)c1c(-c2c(Cl)cccc2Cl)noc1C)c1cnccn1	-2	-4	-2	-5	-19	6	0.2	3.4
CC(Oc1ccc(Cl)cc1Cl)c1nc(-c2ccc(NC(=O)c3ccncc3)cc2)no1 (configuration not stated)	-2	-7	-7	/	-37	8	/	/
COc1cccc(-c2ccc([C@@H]3[C@@H](CO)N4C(=O)CN(C(=O)C5CC5)C[C@H]34)cc2)c1	-1	/	-5	/	-2	-2	0.1	0.2
CC(=O)NC[C@@H]1[C@@H](c2ccc(-c3ccccc3F)cc2)[C@@H](CO)N1C(C)=O	2	-1	1	5	-8	4	0.0	0.2
CO[C@H]1CN(C)C(=O)c2cc(NC(=O)C3CC3)ccc2OC[C@@H](C)N(CCC(F)(F)F)C[C@H]1C	1	3	-29	-6	1	-4	0.0	0.6
O=[N+]([O-])c1ccc(-c2ccc(/C=N/n3cnnc3)o2)c(Br)c1	-2	-15	3	2	-85	0	0.0	/
O=C(Nc1ccccc1F)N1CC(=O)N2[C@@H](CO)[C@H](c3ccc(C#Cc4ccccc4)cc3)[C@@H]2C1	1	/	-5	/	-11	10	0.1	-0.1
CS(=O)(=O)Nc1ccc2c(c1)[C@H]1C[C@@H](CC(=O)NCc3ccccc3)O[C@H](CO)[C@H]1O2	6	2	5	-3	-6	0	0.6	-0.5
CCOc1ccc(CCNC(=O)CCc2nnc3ccc(N4CCCCC4)nn23)cc1OCC	3	1	2	-1	-6	0	-0.1	-0.5
CCCNC(=O)N(C)C[C@@H]1Oc2cc(C#CCOC)ccc2S(=O)(=O)N([C@@H](C)CO)C[C@H]1C	1	4	1	9	-1	2	0.0	-0.6
Cc1cc(C)c(S(=O)(=O)c2ccc(F)cc2)c(C)c1	3	-2	2	0	7	0	0.3	2.5
CC(Sc1nnnn1C)C(=O)NC(=O)NC1CCCCC1 (configuration not stated)	-1	/	9	/	8	3	0.3	/
Cc1ccc(COc2ccsc2C(=O)NNC(N)=S)cc1	-1	/	2	/	-18	6	0.1	/
Cc1cc(C(=O)N2CCN(S(C)(=O)=O)CC2)cs1	-1	-4	1	-3	-10	1	/	/
COc1ccc(CNCCS(=O)(=O)NC2CCCCC2)cc1	-3	0	-6	-5	-34	0	-0.1	-0.1
CCNC(=O)C[C@H]1CC[C@@H]2[C@H](COc3ccc(NC(=O)C4CCCCC4)cc3C(=O)N2C)O1	0	2	16	-4	-4	5	0.2	0.0
O=C1NN(c2ccc(Cl)cc2)C(=O)/C1=C\c1ccc(-c2cccc(C(=O)O)c2)o1	4	/	-9	/	-41	-1	0.0	/
CC(C)NC(=O)N(C)C[C@@H]1OCc2ccccc2-c2c(n(C)c3ccccc23)C(=O)N([C@@H](C)CO)C[C@H]1C	-2	0	4	5	17	-3	0.0	-0.1
COCC(=O)N1[C@H](C#N)[C@@H](c2ccc(-c3cccnc3)cc2)[C@@H]1CO	-1	-9	0	6	-9	2	0.3	0.0
Cc1ccc(S(=O)(=O)N(C)C[C@H]2Oc3c(cccc3N(C)C)C(=O)N([C@@H](C)CO)C[C@H]2C)cc1	5	-3	0	23	-11	3	0.1	-8.5
COc1ccc([N+](=O)[O-])cc1NC(=O)C(C)OC(=O)CN1C(=O)C2CC=CCC2C1=O (configuration not stated)	2	-5	13	-1	-6	4	-0.2	2.5
CCCSCCCNC(=O)c1ccccc1NC(=O)C1=CSCCO1	1	-5	-1	-9	-12	-6	0.0	/
CN1CCC(=NNc2ccc(S(=O)(=O)N3CCOCC3)cc2[N+](=O)[O-])CC1	4	/	-3	/	3	-2	-0.1	/
N/C(=N\OC(=O)CC1CCCCC1)c1ccccc1	8	/	-7	/	-1	3	0.1	-0.5
CCOc1ncccc1C(=O)NCCc1ccc(Cl)cc1	0	2	0	-13	-17	-4	0.0	-0.1
CCC(=O)N(Cc1cc2cccc(C)c2[nH]c1=O)c1ccccc1OC	-3	-9	-4	/	-3	2	/	/
CC#CCc1cc2ccccc2c(=O)o1	/	1	-6	13	-15	1	/	/
O=C(Cc1ccccc1F)Nc1nc(-c2cccnc2)cs1	2	/	-1	/	-1	9	0.0	4.7
N=c1c(C(=O)NCC2CCCO2)cc2c(=O)n3ccccc3nc2n1Cc1ccccc1Cl (configuration not stated)	-211	-22	-3	-21	-87	2	0.2	-0.1
O=C(NC(=S)N1CCOCC1)c1ccccc1Cl	0	-1	1	-13	1	4	0.0	/
CS(=O)(=O)c1ccc2nc(NC(=O)CN3C(=O)NC4(CCCC4)C3=O)sc2c1	2	/	-3	4	-12	-1	-0.1	0.1
COc1ccc(C2(c3ccc(OC)cc3)NC(=O)N(CC(=O)Nc3ccc(N4CCOCC4)cc3)C2=O)cc1	-3	/	-3	/	-12	-10	-0.1	1.8
